Wnt bcat act = Wnt/beta-catenin pathway activators, primary screen, cell-based, plate reader, single point | hit rate 1.2% among 300,000 | Wnt/beta-catenin reporter cell assay, activator | activation, % at 9.35 µM | AID 743398, 2014; in the data active = activation above about 30%, passing the limit was not always enough;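 also: 0% = neutral control wells and 100% = positive control wells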
MOR-DOR ag = agonists of OPRM1-OPRD1 heterodimerization, primary screen, cell-based, luminescence. activation, % at 9.3 µM. hit rate 0.3% among 340,000. cells; in the data active = activation above about 18%;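 also: 0% = vehicle-treated cells and 100% = reference agonist; values of inactives mirror those of a sister screen read the other way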
Arr AP2 block = inhibitors of beta-arrestin/AP2 binding, primary screen, biochemical, GPCR trafficking, flow cytometry | beta-arrestin 1 C-terminal peptide binding to AP2 beta2-adaptin appendage (human) | FITC-arrestin peptide / GST-AP2 beads; AP2 beta2 appendage carries R879A mutation | inhibition, % at 10 µM | hit rate 0.31% among 340,000 | AID 504490, 2011;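 active = inhibition above a set limit, near 3 SD of compounds lacking own fluorescence, cut at about 54% in these data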;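 also: plate controls were DMSO wells for no effect and 5 µM unlabelled arrestin peptide for full effect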
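Material – GST-tagged AP2 beta2-adaptin appendage (R879A) on 4 µm glutathione beads · Probe or stimulus – fluorescein-tagged arrestin peptide at 50 nM final · Timing – 12 min plus 1 h, RT · Detection – bead flow cytometry, FITC channel · Read-out basis – inhibition as reduced fluorescein signal on beads, percent · Medium – PBS plus Tween 20 (0.05%) and BSA (0.1%)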
cardiac RTF act = cardiac RTF calcium sensitivity activators, primary screen, biochemical, IANBD-TnC fluorescence, EC20 calcium; Troponin I, cardiac muscle (Homo sapiens) + Troponin T, cardiac muscle (Homo sapiens) + …; IANBD-labeled TnC RTF fluorescence at EC20 calcium; 0% EC20 calcium, 100% full calcium; activation, % at 7.2 µM; hit rate 0.24% among 340,000; AID 493008, 2010;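 active = activation above the mean over all tested compounds plus 3 SD, cut at about 30% in these data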;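 also: rise in fluorescence read as greater calcium sensitivity of cardiac thin filaments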
Keap1 Nrf2 FP = Keap1-Nrf2 protein-protein interaction inhibitors, primary screen, biochemical, fluorescence polarization, single point; Keap1 Kelch-Nrf2 peptide fluorescence polarization, 1536-well; inhibition, % at 9.4 µM; hit rate 0.15% among 340,000; AID 504523, 2011; in the data active = inhibition above about 12%;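 also: human Keap1 Kelch domain with fluorescein labeled Nrf2 9mer peptide probe; 0% = neutral control wells and 100% = peptide positive control; higher means more block of Keap1 binding to Nrf2 peptide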
Target sequence (Q14145 whole entry, looked up, the tested form may be a part): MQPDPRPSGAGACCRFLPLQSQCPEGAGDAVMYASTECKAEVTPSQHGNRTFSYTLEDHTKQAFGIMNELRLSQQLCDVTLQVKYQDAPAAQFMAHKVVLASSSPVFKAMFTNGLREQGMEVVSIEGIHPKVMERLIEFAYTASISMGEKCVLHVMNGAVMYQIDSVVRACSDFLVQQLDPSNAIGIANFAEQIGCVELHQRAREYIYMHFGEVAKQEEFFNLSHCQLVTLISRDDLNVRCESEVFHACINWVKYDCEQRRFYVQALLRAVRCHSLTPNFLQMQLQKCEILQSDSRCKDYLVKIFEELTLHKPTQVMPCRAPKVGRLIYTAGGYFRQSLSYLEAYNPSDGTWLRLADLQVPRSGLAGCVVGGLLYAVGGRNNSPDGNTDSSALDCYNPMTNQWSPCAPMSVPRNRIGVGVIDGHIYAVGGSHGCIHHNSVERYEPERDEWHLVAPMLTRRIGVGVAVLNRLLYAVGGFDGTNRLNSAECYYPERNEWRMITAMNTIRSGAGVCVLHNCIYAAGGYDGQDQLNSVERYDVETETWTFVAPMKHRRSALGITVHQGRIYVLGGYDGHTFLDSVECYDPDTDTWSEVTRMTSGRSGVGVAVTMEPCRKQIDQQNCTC
LANA DNA inh = inhibitors of KSHV C-LANA binding to DNA, primary screen, biochemical, fluorescence polarization, FAM-LBS DNA, MBP-C-LANA, single point; Kaposi's sarcoma herpesvirus LANA C-terminal domain (residues 932-1162) DNA binding; inhibition, % at 9 µM; hit rate 0.078% among 340,000; AID 504423, 2011;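 active = highest replicate inhibition at or above 60% at 9 µM, even if other replicates fall short; inactive = all replicates below 60% inhibition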;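 also: 0% = neutral control wells and 100% = 4 µM acridine orange control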
V-ATPase pH = regulators of yeast V-ATPase proton pumping, primary screen, pHLuorin cytosolic pH fluorescence. hit rate 0.37% among 350,000. response, % at 10 µM. S. cerevisiae. AID 504577, 2011; in the data active = response mostly above about 7.3%, no sharp cut-off; inactive = mostly below about 5.4%; also: actives read high; inactives centre near 0; some compounds called inactive have numbers as strong as hits; reference of the scale not given here
DSG3 Ab inh = inhibitors of pemphigus antibody binding to DSG3, primary screen, biochemical, bead-based, flow cytometry, scFv-GFP; hit rate 0.48% among 310,000; DSG3-coupled beads, scFv-anti-DSG3-GFP binding; hits give low values; AID 588358, 2011; binding (percent of control), % at 10 µM; Desmoglein-3 (Homo sapiens), P32926;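 active = binding more than 3 SD below its plate's average and above zero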;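 also: hits lower antibody fragment binding to DSG3; some compounds called inactive have numbers as strong as hits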
OPRM1-OPRD1 inv = inverse agonists of MOR-DOR heterodimerization, primary screen, cell-based, luminescence; Mu-type opioid receptor (Homo sapiens) + Delta-type opioid receptor (Homo sapiens), …; cell-based MOR-DOR heterodimer luminescence, inverse agonism; inhibition, % at 9.3 µM; hit rate 0.21% among 340,000; AID 504357, 2011; in the data active = inhibition above about 22%, passing the limit was not always enough;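 also: 0% = cells with DMSO and 100% = wells without cells with DMSO; values of inactives mirror those of a sister screen read the other way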
RTF Ca sens inh = cardiac RTF calcium sensitivity inhibitors, primary screen, biochemical, IANBD-TnC fluorescence, EC70 calcium | hit rate 0.12% among 340,000 | AID 493244, 2011 | inhibition, % at 7.15 µM | IANBD-labeled cardiac RTF, Ca2+ fluorescence | Troponin I, cardiac muscle (Homo sapiens) + Troponin T, cardiac muscle (Homo sapiens) + …;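 active = inhibition above the mean inhibition of all tested compounds plus 3 SD, cut at about 17% in these data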;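 also: assay run at fixed EC70 calcium of 1.6 mM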
An asterisk follows results filed as active; . = no result given; & = joins results of further samples. Not a hit list; overall some 3.1% were active at least once.

SMILES	Wnt bcat act	MOR-DOR ag	Arr AP2 block	cardiac RTF act	Keap1 Nrf2 FP	LANA DNA inh	V-ATPase pH	DSG3 Ab inh	OPRM1-OPRD1 inv	RTF Ca sens inh
CCSc1nnc(NC(NC(=O)c2ccco2)(C(F)(F)F)C(F)(F)F)s1	-0.9	-2.8	-0.4	5.6	-0.4	-1.1	-1.2	99.8	13.4	2.7
Cc1ccc(N2CC(C(=O)N3CCC(C(=O)Nc4nnc(C(C)(C)C)s4)CC3)CC2=O)cc1 (stereo not drawn)	3.7	-0.9	8.3	2.4	-1.7	0.9	1.6	101.9	5.2	-6.0
Cc1cc(NC(=O)CSc2nnc(Cn3c(=O)sc4ccccc43)n2-c2ccccc2C)no1	-2.8	-1.1	17.5	6.4	-2.9	0.6	0.3	105.1	5.6	0.8
CC(C)CNC(=S)NC(=O)c1ccc(Cl)cc1	.	4.7	1.9	8.6	-3.8	1.3	-0.9	103.8	-25.1	5.0
O=C(NCCNC(=O)c1cccc(O)c1)c1cccc(O)c1	-0.9	-0.9	11.3	1.3	2.1	1.1	0.1	126.1	4.3	-10.1
CC(C)=CCN1CCN(Cc2cccn2-c2ncccn2)CC1CCO (stereo not drawn)	0.7	-0.4	10.0	0.1	1.2	1.8	0.2	91.4	1.9	1.0
CC(C)(C)C(=O)Cn1nnc(-c2ccc(C(F)(F)F)cc2)n1	-1.5	0.6	8.3	4.6	-3.5	1.1	-5.1	.	-2.9	1.1
COc1ccccc1-c1cc(C(=O)Nc2cccnc2)no1	.	-1.2	6.7	0.9	-3.7	-0.5	3.4	98.6	6.6	-5.7
CCCCc1ccc(/C(C)=N/Nc2cc(N3CCOCC3)nc(C)n2)cc1	-2.8	-1.3	-0.4	6.0	1.1	0.1	-4.5	117.9	6.4	3.8
COc1cc(Br)cc(/C=N/c2ncn[nH]2)c1O	.	0.5	2.8	-7.1	3.9	1.2	1.4	106.5	-2.4	-2.7
Cc1cccc(/C=N/NC(=O)c2ccc(Br)cc2)c1	.	0.5	-3.4	11.0	0.1	-0.8	0.8	100.0	-2.7	0.4
O=C1OCc2ccc(NC(=O)C3CCCCC3)cc21	-0.6	1.1	-5.8	1.4	-3.2	-2.1	7.5	105.3	-6.6	4.8
C#CCOCCOCCOCCNc1nc(N2CCN(C(=O)[C@H](CCCN=C(N)N)n3cc(C(N)[C@@H](C)CC)nn3)CC2)nc(N2CCN(C(=O)[C@H](CCC(=O)O)n3cc([C@@H](N)CC(N)=O)nn3)CC2)n1 (stereo partly drawn)	-1.3	-1.9	8.7	-11.4	-3.9	0.4	0.1	112.6	9.1	-3.5
COc1cccc(N2C(=O)CC(N3CCC(c4nc5ccccc5[nH]4)CC3)C2=O)c1 (stereo not drawn)	-1.5	-1.1	-4.1	8.4	-5.1	-0.2	4.0	101.5	6.0	-11.0
CCOC(=O)C1=C(C)NC(=O)NC1c1ccc(-c2ccc(Cl)cc2)o1 (stereo not drawn)	-3.5	0.2	31.2	5.1	-7.0	1.1	0.6	97.9	-1.0	-2.7
O=S1(=O)N=C(Oc2cccc3ccccc23)c2ccccc21	.	-1.1	2.0	3.7	-4.7	-0.4	-3.0	95.4	4.6	8.6
O=C(NNC(=O)C1C2C=CC(C2)C1C(=O)O)c1cc(Cl)ccc1O (stereo not drawn)	0.6	-3.0	6.4	2.0	-4.3	-1.3	-2.6	104.4	16.5	-4.5
COc1ccc(NC(=O)CCNS(=O)(=O)c2cccc3nsnc23)c(OC)c1	-0.3	-0.9	5.4	0.2	-0.8	-0.2	2.5	.	5.8	-1.5
CCCCC1CCC(C(=O)OC(C)C(=O)Nc2ccc(NC(C)=O)cc2)CC1 (stereo not drawn)	1.3	-1.0	-13.5	-2.0	-4.0	1.3	0.3	.	5.3	-3.0
O=C(Nc1ccc(C(F)(F)F)cc1)c1cc(S(=O)(=O)NCC2COc3ccccc3O2)ccc1F (stereo not drawn)	-1.4	6.9	-1.5	-0.8	1.9	-0.8	4.4	109.8	-36.8	-1.4
COc1ccc(N2C(=O)CC(Nc3cccc(C(C)=O)c3)C2=O)cc1OC (stereo not drawn)	.	-1.6	16.1	-2.4	-1.1	-0.2	-1.1	100.1	8.8	-5.3
CCOC(=O)c1nc(Nc2cccc(C)c2)c2ccccc2n1	-1.1	-1.3	18.6	0.3	-0.8	-1.3	-2.5	.	5.9	-4.6
CCC1Oc2ccccc2N(CC(=O)NCCCN2CCC(C)CC2)C1=O (stereo not drawn)	-0.6	2.1	7.9	1.9	-2.2	0.1	-2.6	81.4	-13.2	-10.3
COc1cccc(-n2nnnc2SCC(=O)Nc2cccc(NC(C)=O)c2)c1	-0.5	0.2	-10.8	-1.3	-1.6	-0.6	0.2	84.3	-1.3	-14.4
O=C(NC1CCCC1)C1CCC(CNS(=O)(=O)c2ccccc2)CC1 (stereo not drawn)	-2.1	-3.4	-13.2	-3.6	0.0	-1.4	-1.8	99.2	17.4	-7.0

Three of the entries above in order of the MOR-DOR ag value, rising:
SMILES	Wnt bcat act	MOR-DOR ag	Arr AP2 block	cardiac RTF act	Keap1 Nrf2 FP	LANA DNA inh	V-ATPase pH	DSG3 Ab inh	OPRM1-OPRD1 inv	RTF Ca sens inh
O=C(NC1CCCC1)C1CCC(CNS(=O)(=O)c2ccccc2)CC1 (stereo not drawn)	-2.1	-3.4	-13.2	-3.6	0.0	-1.4	-1.8	99.2	17.4	-7.0
CCOC(=O)c1nc(Nc2cccc(C)c2)c2ccccc2n1	-1.1	-1.3	18.6	0.3	-0.8	-1.3	-2.5	.	5.9	-4.6
CC(C)=CCN1CCN(Cc2cccn2-c2ncccn2)CC1CCO (stereo not drawn)	0.7	-0.4	10.0	0.1	1.2	1.8	0.2	91.4	1.9	1.0

The list continues.
SMILES	Wnt bcat act	MOR-DOR ag	Arr AP2 block	cardiac RTF act	Keap1 Nrf2 FP	LANA DNA inh	V-ATPase pH	DSG3 Ab inh	OPRM1-OPRD1 inv	RTF Ca sens inh
COc1cccc(NC(=O)CN2C(=O)CSc3ccc(S(=O)(=O)N4CCCCC4)cc32)c1	-4.0	-0.8	-15.8	0.0	-1.1	-0.9	-1.5	.	3.9	-10.4
CCC(=O)c1ccc(OCC(O)CN2CCc3ccccc3C2)cc1 (stereo not drawn)	-0.9	-0.9	-10.2	-5.7	-0.7	0.2	-0.7	98.9	4.5	-6.6
O=C(CSc1nnc(-c2ccccn2)o1)Nc1ccccc1C(F)(F)F	4.3	-4.1	-6.3	2.5	-3.7	0.3	1.6	108.3	21.8	-9.3
COc1cc(C2CC(=O)c3c(O)cc(O)cc3O2)ccc1O (stereo not drawn)	0.0	-0.2	-9.7	2.7	2.7	0.5	1.0	101.3	1.0	1.3
O=C(N/N=C/c1ccc([N+](=O)[O-])cc1)c1cccc2cc[nH]c12	0.6	6.4	39.8	-0.1	-2.9	0.6	0.3	100.5	-33.8	0.2
CC1=Nn2c(nnc2-c2ccccc2F)SC1	-5.1	-1.2	-4.0	3.4	-5.2	-2.3	15.4*	104.3	5.1	-6.6
CN(C)S(=O)(=O)c1ccc(C(=O)OCC(=O)N2CC3(C)CC2CC(C)(C)C3)cc1 (stereo not drawn)	-4.1	0.6	-11.2	4.4	-0.8	-2.2	-0.7	107.2	-2.3	-1.6
Cc1nnc(-c2ccc(Cl)cc2)[nH]c1=O	-4.3	-2.1	14.8	10.3	-3.2	-0.7	-1.2	112.6	11.8	2.5
O=C(Cc1ccccc1)N1N=C(c2ccncc2)CC1(O)C(F)(F)F (stereo not drawn)	1.9	-3.6	-4.6	5.8	-0.8	-0.3	-0.8	98.5	19.1	-3.1
C(=C\n1nnc2ccccc21)/c1ccccn1	33.9*	-3.1	-0.2	0.3	0.0	0.5	-3.0	99.6	17.9	9.8
CCCN(C(=O)c1ccc(N2CCCC2=O)cc1)C1CCS(=O)(=O)C1 (stereo not drawn)	-4.8	-1.4	-5.3	1.9	3.8	-0.7	-0.8	101.2	5.4	-9.8
O=C(O)C1C2CCC(O2)C1C(=O)Nc1ccc(Br)cc1F (stereo not drawn)	-0.1	-3.4	2.6	-5.0	-3.8	-0.2	0.5	111.6	16.6	-3.8
COc1ccc(N(C(=O)C(C)C)S(=O)(=O)c2cccs2)cc1	.	1.6	4.2	13.2	-4.3	-1.7	-2.7	105.0	-8.5	0.0
Cn1c(=NC(=O)C2CCN(S(=O)(=O)c3cccs3)CC2)sc2ccccc21	-2.3&-1.5	-1.7&-2.1	22.0&11.7	-3.6&-2.9	2.1&0.3	0.9&1.1	1.8&-1.9	.	8.4&12.6	-2.5&-1.5
O=C(/C=C/c1ccccc1)NCCS(=O)(=O)N1CCN(c2ccccc2)CC1	-3.2	0.9	54.6*	-0.9	-0.4	0.5	6.5*	100.7	-5.9	0.0
Cc1ccc(NC(=O)CN(C)C(=O)Cn2nnc(-c3ccccc3)n2)cc1	-0.8	-1.3	-7.8	-4.8	1.8	-1.5	4.9	104.0	8.2	-5.8
COC(=O)c1sccc1NC(=S)N1CCN(c2ccc(F)cc2)CC1	.	-0.2	5.6	-16.0	-5.0	-2.0	-0.8	128.2	1.2	-9.3
O=C(O)c1cccc(CSc2nc(-c3ccc(Cl)cc3)cc(C(F)(F)F)n2)c1	-0.7	-1.8	2.9	-2.0	-1.7	-0.5	0.6	98.2	9.9	-0.1
CCN(CC)c1ccc(C(=O)Nn2c(C)nc3ccccc3c2=O)cc1	-0.2	-2.2	4.4	8.7	-1.0	-1.2	1.6	100.7	12.7	0.5
O=C(CCNS(=O)(=O)c1ccc(Br)cc1)NCc1ccc(F)cc1	0.6	-0.9	2.6	0.4	-0.1	-0.2	1.6	105.0	4.8	-9.6
COc1ccc(C(C(=O)NC2CCCCC2)N(Cc2ccco2)C(=O)c2snc(C(N)=O)c2N)cc1 (stereo not drawn)	-5.4	-2.9	18.4	-1.2	1.2	1.6	4.1	.	18.3	-2.7
Cc1ccc(-n2nnnc2-c2cccc(C)c2)cc1	-2.1	0.7	7.7	-0.8	-1.2	-0.4	-2.6	109.6	-3.5	-8.5
COC(=O)c1cc(C(=O)c2ccc(Cl)cc2)n2c(=O)/c(=C\N(C)C)sc12	-2.8	-1.0	10.7	5.2	-7.7	-1.4	0.8	99.4	4.7	-2.6
N#Cc1ccc(CSc2nnc(Cc3cccs3)n2Cc2ccco2)cc1	-1.6	-3.5	-9.2	4.3	-21.7	-1.4	1.6	108.2	19.6	12.1

Screening data (PubChem)
